# ST2 inh: inhibitors of human ST2 (IL1RL1) binding to IL-33, primary screen, biochemical, AlphaLISA; Interleukin-1 receptor-like 1 (Homo sapiens), Q01638; AlphaLISA ST2-Fc/biotin-IL-33 interaction, 1 h; inhibition, % for hits at 17 µM; 78,000 tested, 2.3% active; AID 1259354, 2018; in the data active = inhibition above about 30%; inconclusive = mostly about 10% to 28%
# Target sequence (Q01638 whole entry, looked up): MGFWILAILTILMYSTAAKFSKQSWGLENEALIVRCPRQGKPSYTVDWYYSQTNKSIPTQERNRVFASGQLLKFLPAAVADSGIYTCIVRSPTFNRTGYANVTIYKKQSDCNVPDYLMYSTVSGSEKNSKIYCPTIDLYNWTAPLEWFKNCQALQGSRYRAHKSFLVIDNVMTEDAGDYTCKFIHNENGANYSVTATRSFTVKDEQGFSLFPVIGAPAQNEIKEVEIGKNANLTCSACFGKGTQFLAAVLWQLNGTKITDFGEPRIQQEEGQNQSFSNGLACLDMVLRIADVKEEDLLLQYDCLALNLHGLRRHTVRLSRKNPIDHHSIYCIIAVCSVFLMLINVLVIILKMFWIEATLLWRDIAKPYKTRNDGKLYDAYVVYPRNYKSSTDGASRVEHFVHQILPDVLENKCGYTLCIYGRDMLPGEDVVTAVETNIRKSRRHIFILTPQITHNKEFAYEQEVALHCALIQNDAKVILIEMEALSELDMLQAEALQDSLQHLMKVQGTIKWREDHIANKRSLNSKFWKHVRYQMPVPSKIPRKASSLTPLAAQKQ
# Active calls of the source: *; i = inactive; u = inconclusive.
SMILES	ST2 inh
C/C=C(\C)C(=O)OC1C(C)OC(OC2C(C)OC(OC3CCC4(C)C(=CCC5C4CCC4(C)C(C(C)OC6OC(COC7OC(CO)C(O)C(O)C7O)C(O)C(O)C6O)CCC54O)C3)CC2OC)C(O)C1OC (stereo not drawn)	i
CN(C)Cc1ccccc1-c1ccc2n(c1=O)C[C@H]1C[C@@H]2CN(C(=O)c2cnccn2)C1	u
O=C1CC(=O)N(c2ccc(Br)cc2)C(=O)N1	i
COc1ccccc1N1CCN(Cc2ccc(Br)cc2)CC1	u
Cc1cc(N(C)C)cc(C)[n+]1OC(=O)N(c1ccccc1)c1ccccc1	i
COc1ccc(OC)c(CN2CCN(c3ccccc3)CC2)c1	u
Cc1nc(-c2ccccc2)cc([C@H]2CN3CC[C@H]2C[C@@H]3CNC(=O)c2cccs2)n1	i
Cn1nc(-c2ccco2)cc1[C@H]1CN2CC[C@H]1C[C@@H]2CNS(=O)(=O)c1cccs1	i
C=C[C@H]1CN2CC[C@H]1C[C@@H]2CNC(=O)c1ccco1	i
COc1ccccc1N1CCN(C[C@H]2CN3CC[C@H]2C[C@@H]3CNC(=O)Nc2ccsc2)CC1	i
COc1ccc(CN2CCN(C)CC2)c(C)c1C	i
CCOc1ccccc1N1CCN(Cc2ccc(C)cc2C)CC1	u

# No new results follow: an excerpt of the list.
SMILES	ST2 inh
COc1ccccc1N1CCN(C[C@H]2CN3CC[C@H]2C[C@@H]3CNC(=O)Nc2ccsc2)CC1	i
COc1ccc(CN2CCN(C)CC2)c(C)c1C	i
CCOc1ccccc1N1CCN(Cc2ccc(C)cc2C)CC1	u

# Continued:
SMILES	ST2 inh
Cc1ccccc1N1CCN(Cc2ccc([N+](=O)[O-])cc2)CC1	u
CC(=O)Nc1ccc(S(=O)(=O)NC[C@H]2C[C@@H]3CCN2C[C@@H]3c2cc(C3CCCC3)nn2C)cc1	i
O=C(Nc1cccc(F)c1)Nc1ccc2n(c1=O)C[C@H]1C[C@@H]2CN(C2CCOCC2)C1	i
CC(C)c1nnsc1CN1CCC2(CC1)C(=O)Nc1ccccc12	i
CCC1(Cc2ccccc2)C(=O)NC(=O)NC1=O	i
O=C(c1ccccc1Cl)c1cc(Cl)ccc1NC(=O)c1cnc2n(c1=O)CCS2	i
FCCOc1ccc(OCCF)cc1	i
c1ccc2sc(C3(N4CCCCC4)CCCCC3)cc2c1	i
Cn1ccnc1CN1C(=O)CO[C@H]2CN(Cc3ccncc3)C[C@H]21	i
O=C1NC(=O)C(=Cc2cn(CCOc3ccc4c(c3)OCO4)c3ccccc23)C(=O)N1	35.0%*
O=C(C1CCCCC1)N1C[C@@H]2C[C@H](C1)c1c(-c3cccs3)ccc(=O)n1C2	u
Cn1nc(C2CCCC2)cc1[C@H]1CN2CC[C@H]1C[C@@H]2CNC(=O)c1ccc2c(c1)OCO2	u

# (more compounds)
SMILES	ST2 inh
COc1cccc(CN2CCN(c3cccc(Cl)c3)CC2)c1	u
Cc1cccc(C)c1NC(=O)CN1CCCC1=O	i
COc1ccc(-n2c(/C=C\c3ccccc3F)nc3ccccc3c2=O)cc1OC	u
Cc1nc(-c2cccs2)cc([C@H]2CN3CC[C@H]2C[C@@H]3CNS(=O)(=O)c2ccccc2)n1	i
COc1ccc(-n2c(/C=C/c3ccc4c(c3)OCO4)nc3ccccc3c2=O)cc1	i
COC[C@H]1OC(=O)c2coc3c2[C@@]1(C)C1=C(C3=O)C2CCC(=O)[C@@]2(C)C[C@H]1OC(C)=O (stereo partly drawn)	u
COc1ccc(C2SCC(=O)Nc3c2c(C)nn3-c2ccccc2)cc1 (stereo not drawn)	i
Fc1cnccc1CN1CCC2(CCNCC2)C1	i
COc1ccccc1CC(C)NCc1ccc2nonc2c1 (stereo not drawn)	u
Nc1cccc(-c2cn(C[C@H]3CC4CCN3C[C@@H]4C(=O)NC3CC3)nn2)c1 (stereo partly drawn)	u
O=C(CCN1C(=O)c2cccc([N+](=O)[O-])c2C1=O)Nc1ccc(Cl)cc1C(=O)c1ccccc1	u
Cc1nc(-c2ccc(-c3ccc(C(=O)N4CCc5cc6c(cc54)C4(CCN(C)CC4)CO6)cc3)c(C)c2)no1	i

# Arranged by number of heavy atoms (low to high): part of the list above
SMILES	ST2 inh
COc1cccc(CN2CCN(c3cccc(Cl)c3)CC2)c1	u
COc1ccc(C2SCC(=O)Nc3c2c(C)nn3-c2ccccc2)cc1 (stereo not drawn)	i
COc1ccc(-n2c(/C=C\c3ccccc3F)nc3ccccc3c2=O)cc1OC	u
Cc1nc(-c2ccc(-c3ccc(C(=O)N4CCc5cc6c(cc54)C4(CCN(C)CC4)CO6)cc3)c(C)c2)no1	i

# (list continues)
SMILES	ST2 inh
CN1CCCC(C(O)(c2ccccc2)c2ccccc2)C1 (stereo not drawn)	i
CCCCOc1ccc(CN2CCN(C)CC2)cc1	u
O=C(Nc1ccc(Br)cc1C(=O)c1ccccc1)c1ccco1	i
Clc1ccc(CN2CCN(Cc3ccc(Cl)cc3)CC2)cc1	u
CC[C@H]1CN2CC[C@H]1C[C@@H]2CNC(=S)Nc1cccc2ccccc12	i
CCN1CCN(Cc2cc(OC)c(OC)cc2[N+](=O)[O-])CC1	i
O=C(Cc1ccc(-n2c(=O)[nH]c3ccsc3c2=O)cc1)N1CCN(C2CCCCC2)CC1	i
CN(Cc1ccccc1)Cc1cn(C[C@H]2CC3CCN2C[C@@H]3C(=O)NCc2ccccc2)nn1 (stereo partly drawn)	i
CC(C)(C)CC(=O)N1C[C@@H]2C[C@H](C1)c1ccc(NC(=O)c3ccco3)c(=O)n1C2	u
CN1C(=O)C(=Cc2cccn2-c2ccc(Cl)cc2)C(=O)N(C)C1=O	i
CC(=Nc1ccccc1N)c1c(O)n(C)c(=O)n(C)c1=O	u
CCCn1c(C)c(C(=O)c2ccc3ccccc3c2)c2ccccc21	i

# Later entries
SMILES	ST2 inh
COc1ccc(NC(C)=O)cc1NC(=O)c1cccn(Cc2cc(C)ccc2C)c1=O	u
O=[N+]([O-])c1ccc(N2CCN(Cc3ccc(Br)cc3)CC2)cc1	i
CC(C)(O)c1cn(C[C@H]2CC3CCN2C[C@@H]3C(=O)Nc2nccs2)nn1 (stereo partly drawn)	i
CCOc1ccc(C(CN)CC(=O)O)cc1 (stereo not drawn)	i
CN1CCN(c2ccc([N+](=O)[O-])cc2)CC1	i
NC(=NCCC[C@H](N)C(=O)O)N[N+](=O)[O-]	i
O=C1Nc2ccccc2C12CCN(Cc1noc(C3CCCO3)n1)CC2 (stereo not drawn)	i
OC(c1ccccc1)(c1ccccc1)c1ccncc1	i
CN1CCC2(CCN(CCN)CC2)C1	i
N#Cc1c(Cl)c(Cl)nc(N2CCCNCC2)c1Cl	43.0%*
CN1C(=O)C(=Cc2cccn2-c2ccc(S(N)(=O)=O)cc2)C(=O)N(C)C1=O	i
CCc1ccc(CN2CCN(CC)CC2)cc1	i

# (continued)
SMILES	ST2 inh
Cc1nc(N(C)C)ncc1C(=O)N1CCOC2(CNCCOC2)C1 (stereo not drawn)	u
CN1CCN(Cc2ccc(Br)s2)CC1	i
COc1ccccc1CN1CCN(c2ccccc2OC)CC1	i
Cc1ccc(CN2CCN(C)CC2)c(C)c1	u
O=c1[nH]c2ccccc2cc1C1NCCc2[nH]cnc21 (stereo not drawn)	i
COc1ccc(-c2cc([C@H]3CN4CC[C@H]3C[C@@H]4CNC(=O)c3ccccc3)n(C)n2)cc1OC	i
CN1CCN(Cc2ccc(F)cc2F)CC1	i
CN1CCN(Cc2c(F)cccc2Cl)CC1	u
COc1ccc(-c2cc([C@H]3CN4CC[C@H]3C[C@@H]4CNC(=O)NC3CCCCC3)n(C)n2)cc1	i
CCCN(CCC)C1CCc2cccc(O)c2C1 (stereo not drawn)	u
CCSc1ncc(CN2C[C@H]3CC=CC[C@H]3C2)cn1	i
C=CCNc1ccccc1C(=O)N1C[C@@H]2C[C@H](C1)c1cccc(=O)n1C2	i

# (listing goes on)
SMILES	ST2 inh
COC(=O)c1cc2c(cn1)[nH]c1ccccc12	i
CCn1cc(C(=O)O)c(=O)c2ccc(C)nc21	i
O=c1[nH]oc2c1CCNC2	i
COc1ccc(C2C([N+](=O)[O-])=C(N)Oc3c2c(=O)oc2ccccc32)cc1OC (stereo not drawn)	i
O[C@@]1(Cn2ccc3cccnc32)CCCN2CCCC[C@@H]21	u
Ic1ccccc1CN[C@@H]1C2CCN(CC2)[C@@H]1C(c1ccccc1)c1ccccc1	u
c1cnc2c(c1)CN(Cc1cc3n(n1)CCCNC3)CC2	u
CSc1ccc(-c2ccc3n(c2=O)C[C@H]2C[C@@H]3CN(C(=O)CCC(=O)O)C2)cc1	i
COc1cccc(C2C([N+](=O)[O-])=C(N)Oc3c2c(=O)oc2ccccc32)c1 (stereo not drawn)	i
Cc1ccc(NC(=O)CN2C(=O)C(C)N=C(c3ccccc3)c3ccccc32)c(C)c1 (stereo not drawn)	u
CCCS(=O)(=O)NC[C@H]1C[C@@H]2CCN1C[C@@H]2c1cc(-c2ccc(OC)cc2)nn1C	i
COc1ccccc1N1CCN(Cc2cccc(Br)c2)CC1	u

# (continued)
canonical_smiles	ST2 inh
c1cc2c(c(-c3cc(N4CCCC4)cnn3)c1)CCNC2	i
C/C=C1/C[N+]2(C)C3CC1C(CO)C2Cc1c3[nH]c2ccc(O)cc12 (stereo not drawn)	i
Cn1c(=O)cc(SCC(=O)N2CCC3(CC2)OCCO3)c2ccccc21	u
CCN(CCCl)CCOC(C)=O	u
Cc1ccc2[nH]cc(CN3C[C@H](N(C)C)C[C@H]3CO)c2c1	i
S=C(NC1CCCCC1)N1CCC(c2cnc[nH]2)CC1	u
COCCC(=O)N1C[C@@H]2C[C@H](C1)c1c(-c3ccc(OC(F)(F)F)cc3)ccc(=O)n1C2	i
CCC(CC)c1cc([C@H]2CN3CC[C@H]2C[C@@H]3CNC(=O)Nc2cccc(C#N)c2)nc(-c2ccncc2)n1	u
N#Cc1ccc(C(=O)N2C[C@@H]3C[C@H](C2)c2c(-c4cccc(C#N)c4)ccc(=O)n2C3)cc1	i
C#C[C@H]1CN2CC[C@H]1C[C@@H]2CNS(=O)(=O)c1ccc(C)cc1	u
N#CC1=C(N)Oc2n[nH]c(C(F)(F)F)c2C1c1ccc(F)cc1 (stereo not drawn)	i
O=C(NCc1ccc(F)cc1)[C@H]1CN2CC[C@H]1C[C@@H]2Cn1cc(CC2CCCCC2)nn1	i
O=C1CCc2cc(S(=O)(=O)N3CC4CC(C3)c3cccc(=O)n3C4)ccc2N1 (stereo not drawn)	i
CC(=O)N[C@@H](C)Cc1ccccc1	i
CCNC1(c2nnnn2-c2cccc(Cl)c2)CCCCC1	u

# Continued.
canonical_smiles	ST2 inh
CC(=O)c1c(O)c(C)c(O)c(Cc2c(O)c3c(c(C(=O)/C=C/c4ccccc4)c2O)OC(C)(C)C=C3)c1O	u
COc1ccc(-c2cc([C@H]3CN4CC[C@H]3C[C@@H]4CNCc3cccc(C#N)c3)n(C)n2)cc1	i
CN1CCN(C(=O)Cc2ccc(O)c(Cl)c2)CC1C(=O)O (stereo not drawn)	i
C/C1=C\[C@@H](C)C/C=C/[C@H]2[C@@H]3O[C@]3(C)[C@@H](C)[C@H]3[C@H](Cc4c[nH]c5ccccc45)NC(=O)[C@]32C(=O)/C=C/C(=O)[C@@H]1O	u
C=C[C@H]1CN2CC[C@H]1C[C@@H]2CNC(=O)c1ccc2ccccc2c1	u
CC(C)(C)N1C(=O)NC(=O)/C(=C\c2c(Cl)cccc2Cl)C1=O	i
COc1ccccc1N1CCN(Cc2ccc(Cl)cc2)CC1	i
Cc1ccnc(CC(C)N(C)CCn2c(=O)oc3ccccc32)c1 (stereo not drawn)	u
Cn1nc(C2CCCCC2)cc1[C@H]1CN2CC[C@H]1C[C@@H]2CNC(=O)Nc1ccccc1	i
Cn1nc(-c2cccs2)cc1[C@H]1CN2CC[C@H]1C[C@@H]2CNC(=O)C1CCCCC1	i
O=[N+]([O-])c1ccc(NCCCN2CCOCC2)c2ncccc12	u
CCCCc1cn(C[C@H]2CC3CCN2C[C@@H]3C(=O)NCc2ccco2)nn1 (stereo partly drawn)	u
C#CCN(C)C[C@H]1CN2CC[C@H]1C[C@@H]2CNC(=O)Nc1ccccc1	i
COc1ccc(C(=O)N2C[C@@H]3C[C@H](C2)c2ccc(-c4cncnc4)c(=O)n2C3)cc1	i
COc1cc2c(cc1O)C1(C)CCC(O)C(C)(C)C1CC2=O (stereo not drawn)	37.0%*

# Next part:
canonical_smiles	ST2 inh
COc1c(C(C)C)cc2c(c1O)[C@@]1(C(=O)O)CCCC(C)(C)C1CC2 (stereo partly drawn)	i
CC(=O)Nc1ccc(S(=O)(=O)NC[C@H]2C[C@@H]3CCN2C[C@@H]3c2cc(-c3ccccc3Br)nc(C)n2)cc1	i
COc1ccc(-n2c(/C=C\c3ccccc3F)nc3ccccc3c2=O)c(OC)c1	30.0%*
CCN1CCN(C(=O)COc2ccc3c(c2)C(=O)CC2(CCN(C(C)=O)CC2)O3)CC1	i
CCN(CC)CCNc1ccc([N+](=O)[O-])c2cccnc12	i
CN(C)Cc1ccccc1-c1ccc2n(c1=O)C[C@H]1C[C@@H]2CN(Cc2ccc(F)cc2)C1	i
Cc1ccc(C(C)n2ccnc2-c2coc(C)n2)cn1 (stereo not drawn)	i
CSc1ccc(-c2ccc(=O)n3c2[C@@H]2C[C@@H](CN(C(=O)Nc4cccc(F)c4)C2)C3)cc1	i
O=C(NC1CCCCCCC1)c1cn(Cc2ccccn2)cc(C(=O)N2CCSCC2)c1=O	i
COc1ccc(CN2CCN(C)CC2)c(OC)c1OC	i
COc1ccc(-n2c(/C=C/c3cccc(F)c3)nc3ccccc3c2=O)c(OC)c1	u

# Shown with each value named: two of the compounds above
COc1cccc(C2C([N+](=O)[O-])=C(N)Oc3c2c(=O)oc2ccccc32)c1 (stereo not drawn)
- ST2 inh: i
C/C1=C\[C@@H](C)C/C=C/[C@H]2[C@@H]3O[C@]3(C)[C@@H](C)[C@H]3[C@H](Cc4c[nH]c5ccccc45)NC(=O)[C@]32C(=O)/C=C/C(=O)[C@@H]1O
- ST2 inh: u

# Assay outcomes deposited in PubChem by IUPUI and University of Michigan.

# This is a subset, so the mix of outcomes need not match the whole.
